BioA inh = BioA (M. tuberculosis) enzyme inhibition | inhibition, % at 9.99 µM | purified M. tuberculosis BioA enzyme, plate reader | 360,000 compounds, 0.096% hits; in the data active = inhibition above about 40%
* = called active by the depositor. These rows are one share of the data (hit frequency here may not be typical).

structure	BioA inh
C[C@@H]1CN([C@H](C)CO)C(=O)c2cccc(NC(=O)c3ccncc3)c2O[C@@H]1CN(C)Cc1ccc(Cl)c(Cl)c1	-3.3
C[C@@H]1CN([C@H](C)CO)C(=O)c2cc(NC(=O)Nc3ccc(C(F)(F)F)cc3)ccc2O[C@@H](C)CCCCO[C@H]1CN(C)Cc1ccc(C(=O)O)cc1	1.9
Cc1ccc(S(=O)(=O)Nc2ccc3c(c2)CC(=O)N([C@@H](C)CO)C[C@@H](C)[C@@H](CN(C)C(=O)Nc2ccc(F)cc2)O3)cc1	-1.2
Cc1noc(C)c1NC(=O)Nc1ccc2c(c1)CC(=O)N([C@H](C)CO)C[C@@H](C)[C@H](CN(C)S(=O)(=O)c1ccccc1)O2	-2.1
C[C@H](CO)N1C[C@H](C)[C@@H](CN(C)Cc2ccccc2)OCc2cn(nn2)CCCC1=O	-0.9
COc1ccccc1C#Cc1ccc([C@H]2[C@@H](CO)N(C(=O)C3CCCCC3)[C@H]2C#N)cc1	-0.4
CO[C@H]1CN(C)C(=O)c2cc(NC(=O)c3ccc4c(c3)OCO4)ccc2OC[C@@H](C)N(CC2CC2)C[C@@H]1C	3.2
C[C@@H]1CN([C@H](C)CO)C(=O)c2cc(C3=CCCCC3)cnc2O[C@@H]1CN(C)CC1CCOCC1	-2.6
COCC(=O)N(C)C[C@H]1Oc2cc(C#CC(C)(C)O)ccc2S(=O)(=O)N([C@@H](C)CO)C[C@H]1C	-2.7
COc1ccc(S(=O)(=O)Nc2ccc3c(c2)CC(=O)N([C@H](C)CO)C[C@@H](C)[C@H](CN(C)S(=O)(=O)c2ccc(F)cc2)O3)cc1	0.7
C[C@@H]1CN([C@@H](C)CO)C(=O)c2cccc(N(C)C)c2O[C@@H]1CN(C)S(=O)(=O)c1cn(C)cn1	-0.9
C[C@@H]1CN([C@@H](C)CO)C(=O)c2cc(NC(=O)c3ccncc3)ccc2O[C@@H](C)CCCCO[C@@H]1CN(C)C(=O)C1CCCCC1	2.5
O=C(Cc1ccncc1)NCC[C@@H]1CC[C@@H](NC(=O)Nc2cccc(F)c2)[C@H](CO)O1	0.8
C[C@H](CO)N1C[C@H](C)[C@H](CN(C)Cc2ccc(Oc3ccccc3)cc2)Oc2ccc(NC(=O)Nc3ccc4c(c3)OCO4)cc2CC1=O	-4.5
COc1ccc(CNC(=O)C[C@@H]2CC[C@@H](NS(=O)(=O)c3cccc(OC)c3)[C@H](CO)O2)cc1	-2.2
CCc1cnc(N2[C@H](C#N)[C@H](c3ccc(C#CCC4CCCC4)cc3)[C@@H]2CO)s1	-0.6
CNC[C@H]1Oc2ccc(NC(=O)Cc3cn(C)c4ccccc34)cc2C(=O)N([C@H](C)CO)C[C@@H]1C	-2.0
CCC(=O)N[C@H]1CC[C@@H](CC(=O)NCC2CCCCC2)O[C@@H]1CO	2.7
CO[C@@H]1CN(C)C(=O)c2cc(NS(=O)(=O)c3ccc(Cl)cc3)ccc2OC[C@@H](C)NC[C@@H]1C	-0.5
O=C(C[C@@H]1CC[C@H]2[C@@H](COC[C@@H](O)CN2C(=O)c2ccncc2)O1)NC1CCC1	-1.7
C[C@@H]1CN([C@H](C)CO)C(=O)c2cccc(NS(=O)(=O)c3ccccc3)c2O[C@@H]1CN(C)Cc1ccc(Cl)c(Cl)c1	-0.7
C[C@H]1CCCCO[C@@H](CN(C)CC2CCCCC2)[C@@H](C)CN([C@@H](C)CO)C(=O)c2cc(NC(=O)Nc3ccc4c(c3)OCO4)ccc2O1	-1.8
CO[C@H]1CN(C)C(=O)c2cc(NC(C)=O)ccc2OC[C@@H](C)N(Cc2cccc(F)c2)C[C@H]1C	-2.3
C[C@H]1CN([C@@H](C)CO)C(=O)Cc2cc(NS(=O)(=O)c3ccc(Cl)cc3)ccc2O[C@H]1CN(C)CC1CC1	-0.8
O=C(CN1CCOCC1)NCC[C@@H]1CC[C@@H](NC(=O)Nc2ccccc2)[C@@H](CO)O1	1.2
C[C@@H]1CN([C@@H](C)CO)C(=O)c2cccc(NS(=O)(=O)c3ccc(Cl)cc3)c2O[C@H]1CN(C)CC1CC1	-1.6
O=C(C[C@H]1C[C@@H]2c3cc(NS(=O)(=O)c4ccccc4)ccc3O[C@@H]2[C@@H](CO)O1)N1CCCCC1	-0.7
O=S(=O)(N[C@H]1CC[C@H](CCn2cc(Cc3ccccc3)nn2)O[C@@H]1CO)c1ccccc1F	1.2
COC(=O)[C@@H]1[C@@H](CO)[C@@H]2Cn3c(ccc(-c4ccccc4F)c3=O)[C@@H]2N1Cc1ccccc1	9.3
C[C@H](CO)N1C[C@H](C)[C@H](CN(C)C)Oc2c(NS(=O)(=O)c3ccc(Cl)cc3)cccc2C1=O	3.6
N#C[C@@H]1[C@@H](c2ccc(-c3ccncc3)cc2)[C@@H](CO)N1C(=O)C1CCOCC1	-1.1
CN(C)Cc1cn(CC[C@@H]2CC[C@H](N)[C@H](CO)O2)nn1	4.8
C[C@H](CO)N1C[C@H](C)[C@@H](CN(C)C(=O)C2CCCCC2)OCCCC[C@H](C)Oc2ccc(NC(=O)Nc3ccccc3)cc2C1=O	-1.9
CCN(C[C@H]1N[C@H](CO)[C@H]1c1ccc(C2=CCCC2)cc1)C(=O)c1cccnc1	1.6
C[C@@H]1CN([C@H](C)CO)C(=O)Cc2cc(NC(=O)Nc3cccc4ccccc34)ccc2O[C@@H]1CN(C)C(=O)Nc1ccc(F)cc1	-0.9
O=C(Cc1ccncc1)NCC[C@@H]1CC[C@@H](NC(=O)Nc2ccc(Cl)cc2)[C@H](CO)O1	-0.3
COCC(=O)N1C[C@H](C)[C@@H](OC)CN(C)C(=O)c2ccc(NC(=O)Nc3ccccc3)cc2OC[C@H]1C	2.2
CN1C(=O)c2cc(NC(=O)c3cc(F)cc(F)c3)ccc2OC[C@H]2O[C@@H](CC(=O)O)CC[C@@H]21	-1.9
CS(=O)(=O)Nc1ccc2c(c1)[C@H]1C[C@@H](CC(=O)NCc3ccc(Cl)cc3)O[C@H](CO)[C@H]1O2	-3.4
O=C(NCc1ccccc1)[C@@H]1[C@@H](CO)[C@@H]2Cn3c(cccc3=O)[C@H]1N2CC1CCCC1	-2.0

The list goes on; it opens with the 6 that closed the last part.
structure	BioA inh
C[C@@H]1CN([C@H](C)CO)C(=O)Cc2cc(NC(=O)Nc3cccc4ccccc34)ccc2O[C@@H]1CN(C)C(=O)Nc1ccc(F)cc1	-0.9
O=C(Cc1ccncc1)NCC[C@@H]1CC[C@@H](NC(=O)Nc2ccc(Cl)cc2)[C@H](CO)O1	-0.3
COCC(=O)N1C[C@H](C)[C@@H](OC)CN(C)C(=O)c2ccc(NC(=O)Nc3ccccc3)cc2OC[C@H]1C	2.2
CN1C(=O)c2cc(NC(=O)c3cc(F)cc(F)c3)ccc2OC[C@H]2O[C@@H](CC(=O)O)CC[C@@H]21	-1.9
CS(=O)(=O)Nc1ccc2c(c1)[C@H]1C[C@@H](CC(=O)NCc3ccc(Cl)cc3)O[C@H](CO)[C@H]1O2	-3.4
O=C(NCc1ccccc1)[C@@H]1[C@@H](CO)[C@@H]2Cn3c(cccc3=O)[C@H]1N2CC1CCCC1	-2.0
CCCNC(=O)N(C)C[C@@H]1Oc2cc(-c3ccccc3)ccc2S(=O)(=O)N([C@@H](C)CO)C[C@H]1C	1.5
C[C@H]1CN([C@@H](C)CO)C(=O)c2cccc(NC(=O)Nc3ccccc3)c2O[C@@H]1CN(C)Cc1ccc(Cl)c(Cl)c1	-2.0
COc1ccc(S(=O)(=O)Nc2ccc3c(c2)C(=O)N([C@@H](C)CO)C[C@@H](C)[C@@H](CN(C)Cc2ccc(C(=O)O)cc2)O3)cc1	-2.9
CN1C[C@H](O)COC[C@H]2O[C@@H](CC(=O)NC3CCCC3)CC[C@@H]21	-2.1
CNC[C@@H]1Oc2cc(C#C[C@@H](C)O)ccc2S(=O)(=O)N([C@@H](C)CO)C[C@H]1C	-1.9
COCC(=O)Nc1ccc2c(c1)C(=O)N(C)C[C@@H](OC)[C@@H](C)CN(Cc1ccccc1F)[C@@H](C)CO2	0.7
C[C@H](CO)N1C[C@H](C)[C@H](CN(C)C(=O)c2cccc(F)c2)Oc2cc(-c3cccnc3)ccc2S1(=O)=O	4.1
COc1ccc(CN(C)C[C@H]2OCCCC[C@H](C)Oc3ccc(NC(=O)c4ccccc4)cc3C(=O)N([C@H](C)CO)C[C@H]2C)cc1	2.7
O=C(NC1CCCC1)N1CCCCN2[C@H](CO)[C@H](c3ccc(-c4ccccc4)cc3)[C@@H]2C1	0.7
CCCN1C[C@@H](C)[C@@H](OC)CN(C)C(=O)c2ccc(NC(=O)C3CCOCC3)cc2OC[C@@H]1C	0.0
O=C(Nc1ccccc1)Nc1ccc2c(c1)[C@H]1C[C@@H](CC(=O)N3CCCCC3)O[C@@H](CO)[C@H]1O2	4.8
COCC(=O)NC[C@@H]1[C@@H](c2ccccc2)[C@@H](CO)N1C(=O)c1ccccc1	5.3
C[C@@H]1CCCCO[C@H](CN(C)C(=O)c2ccncc2)[C@H](C)CN([C@@H](C)CO)C(=O)c2cc(NC(=O)c3ccncc3)ccc2O1	-0.9
O=C(C[C@H]1C=C[C@H](NS(=O)(=O)c2ccccc2)[C@H](CO)O1)NCc1ccncn1	1.6
CC(C)NC(=O)N(C)C[C@@H]1Oc2ccc(NC(=O)Nc3ccccc3)cc2C(=O)N([C@H](C)CO)C[C@H]1C	-0.5
Cc1noc(C)c1S(=O)(=O)Nc1ccc2c(c1)CC(=O)N([C@H](C)CO)C[C@H](C)[C@@H](CN(C)S(=O)(=O)c1cn(C)cn1)O2	0.1
C[C@@H]1CCCCO[C@@H](CN(C)C(=O)C2CCCCC2)[C@@H](C)CN([C@@H](C)CO)C(=O)c2cc(NC(=O)C3CCCCC3)ccc2O1	-2.1
CCCNC(=O)N1[C@H](C#N)[C@H](c2ccc(-c3cccnc3)cc2)[C@H]1CO	2.5
COc1ccc(S(=O)(=O)N(C)C[C@@H]2Oc3ccc(N(C)C)cc3CC(=O)N([C@@H](C)CO)C[C@H]2C)cc1	-1.2
CCC(=O)N1C[C@@H](C)[C@H](OC)CN(C)C(=O)c2ccc(NC(=O)C3CCCCC3)cc2OC[C@@H]1C	-1.1
Cc1ccc(S(=O)(=O)Nc2cccc3c2O[C@H](CN(C)C(=O)Nc2ccc(F)cc2)[C@@H](C)CN([C@H](C)CO)C3=O)cc1	-0.9
C[C@@H]1CCCCO[C@@H](CN(C)C(=O)NC2CCCCC2)[C@@H](C)CN([C@H](C)CO)C(=O)c2cc(NC(=O)Nc3ccc(C(F)(F)F)cc3)ccc2O1	-2.2
Cc1noc(C)c1NC(=O)Nc1ccc2c(c1)C(=O)N([C@@H](C)CO)C[C@H](C)[C@@H](CN(C)C(=O)Nc1ccccc1)OCCCC[C@H](C)O2	0.4
CNC[C@@H]1Oc2c(NC(=O)C3CCOCC3)cccc2C(=O)N([C@H](C)CO)C[C@@H]1C	-1.3
COc1cccc(C(=O)Nc2ccc3c(c2)C(=O)N(C)C[C@@H](OC)[C@@H](C)CN(CCc2ccccc2)[C@H](C)CO3)c1	4.6
C[C@@H]1CCCCO[C@@H](CN(C)S(=O)(=O)c2cn(C)cn2)[C@@H](C)CN([C@H](C)CO)C(=O)c2cc(NC(=O)Nc3ccc(F)cc3)ccc2O1	0.7
O=C(C[C@H]1CC[C@@H]2[C@H](COC[C@@H](O)CN2Cc2ccccc2)O1)NCCc1ccccc1	1.1
C[C@@H]1CN([C@H](C)CO)C(=O)c2cc(C#CC3CCCCC3)cnc2O[C@H]1CN(C)C(=O)NC1CCCC1	-0.8
CO[C@H]1CN(C)C(=O)c2ccc(NS(=O)(=O)c3cccc(Cl)c3)cc2OC[C@H](C)NC[C@H]1C	-3.4
C[C@H]1CCCCO[C@@H](CN(C)CC2CCCCC2)[C@@H](C)CN([C@@H](C)CO)C(=O)c2cc(NC(=O)Cc3ccccc3)ccc2O1	-1.1
CS(=O)(=O)Nc1ccc2c(c1)[C@H]1C[C@@H](CC(=O)NCCc3ccccc3)O[C@H](CO)[C@H]1O2	3.2
C[C@@H]1CN([C@@H](C)CO)C(=O)c2cc(NC(=O)Nc3ccc4c(c3)OCO4)ccc2O[C@H]1CN(C)C(=O)NC1CCCCC1	-0.2
Cc1noc(C)c1S(=O)(=O)N(C)C[C@H]1OCCCC[C@@H](C)Oc2ccc(NC(=O)Cc3ccccc3)cc2C(=O)N([C@@H](C)CO)C[C@@H]1C	2.1
CC(C)NC(=O)N(C)C[C@@H]1Oc2c(NC(=O)Nc3ccc(F)cc3)cccc2C(=O)N([C@H](C)CO)C[C@H]1C	-1.0
C[C@@H]1CN([C@H](C)CO)C(=O)c2cc(NC(=O)Nc3ccc(C(F)(F)F)cc3)ccc2O[C@@H](C)CCCCO[C@@H]1CN(C)CC1CCCCC1	4.9
Cc1noc(C)c1NC(=O)N(C)C[C@@H]1Oc2c(NC(=O)c3cnccn3)cccc2C(=O)N([C@@H](C)CO)C[C@@H]1C	0.4
CN1CCN(C(=O)C[C@H]2C[C@H]3c4cc(NC(=O)Cc5ccncc5)ccc4O[C@H]3[C@@H](CO)O2)CC1	1.3
C[C@H](CO)N1C[C@H](C)[C@@H](CN(C)C(=O)c2ccccc2)Oc2cc(C#CC3(O)CCCC3)ccc2S1(=O)=O	0.2
C[C@H](CO)N1C[C@H](C)[C@@H](CN(C)Cc2ccncc2)Oc2cc(C3=CCCCC3)ccc2S1(=O)=O	17.6
COc1ccc(CN(C)C[C@@H]2Oc3ccc(NC(=O)CCC(F)(F)F)cc3C(=O)N([C@H](C)CO)C[C@@H]2C)cc1	0.3
O=C(C[C@@H]1C[C@H]2c3cc(NC(=O)c4ccc5c(c4)OCO5)ccc3O[C@H]2[C@@H](CO)O1)NCc1ccc(Oc2ccccc2)cc1	-3.6
